# RXFP1 antagonist – blocks the human relaxin receptor RXFP1 | Q9HBX9 | HEK293-RXFP1, relaxin-stimulated cAMP HTRF, 30 min; hits give low values | activity change, negative = inhibition, % at 57.5 µM | hit rate 0.59% among 350,000;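 active = activity change of -60% or lower, but not beyond a set lower limit; inconclusive = change between -60% and -40%, or beyond the set limit; inactive = change above -40%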; also: % is scaled to controls: 0 for no effect and ±100 for the full control effect
# POLK inh – inhibitors of human DNA polymerase kappa; purified Pol kappa, fluorescent DNA synthesis assay, 10 min; Potency, µM (top dose mostly 107 µM), for the others: top-dose activity, negative = inhibition, usual class: inhibitors; hit rate 0.53% among 400,000; AID 588579; also: potency is read from the fitted curve at half-maximal effect; % is scaled to controls: 0 for no effect and ±100 for the full control effect
#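 10 nM Pol kappa was preincubated with compounds for 15 min at room temperature. Reaction started with 50 nM (final) substrate. Fluorescence read kinetically at 0 and 10 min.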
# POLI inh – blocks human DNA polymerase iota activity; Pol iota fluorescent replication assay, 10 min; Potency, µM (highest dose often 115 µM), for inactives: at the highest dose activity, negative = inhibition, hits mostly inhibitors; Q9UNA4; AID 588590; hit rate 1% among 390,000; also: potency is read from the fitted curve at half-maximal effect
#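 Fluorescent replication assay read twice, at 0 min and 10 min after adding 50 nM (final) substrate. Enzyme (10 nM) and compounds were first incubated 15 min at room temperature; enzyme-free buffer wells were negative controls.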
# Tb PGK inh – blocks T. brucei phosphoglycerate kinase; P07378; PGK/GAPDH coupled, Kinase-Glo luminescence, 60 min; Potency, µM (top dose mostly 57.5 µM), for the others: top-dose activity change, negative = inhibition, usual class: inhibitors; hit rate 0.043% among 380,000; also: potency is read from the fitted curve at half-maximal effect; % is scaled to controls: 0 for no effect and ±100 for the full control effect; nearly all actives have a fitted effect of over 60% in size
#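 Luminescent ATP detection (Kinase-Glo Plus) follows a 60-minute room-temperature incubation, with wells lacking PGK as controls. Buffer: 100 mM TEA (pH 7.6), 5 mM MgCl2, 0.01% Tween-20. Coupling enzyme GAPDH (100 nM final) supplies unstable 1,3-BPG in-well.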
# BLM inh – blocks DNA unwinding by human BLM helicase | P54132 | recombinant BLM DNA unwinding, fluorescence dequenching | Potency, µM (highest dose often 56.1 µM), for the others: top-dose activity change, negative = inhibition, actives largely listed as inhibitors | hit rate 0.2% among 350,000;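 also: potency is read from the fitted curve at half-maximal effect; plate controls were vehicle for no effect and no enzyme for full effect; nearly all actives have a fitted effect of over 35% in size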
# Apoferritin bind – binds horse apoferritin like a general anesthetic | P02791 | apoferritin/1-aminoanthracene competitive binding, fluorescence | Potency, µM (titrated, usually from 77.5 µM), without a hit: at the top dose activity change, negative = displacement, usual class: inhibitors | hit rate 0.074% among 350,000 | AID 485281; also: potency is read from the fitted curve at half-maximal effect; % is scaled to controls: 0 for no effect and ±100 for the full control effect; nearly all actives have a fitted effect of over 20% in size
#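 Concentration-response curves derived by four-parameter Hill fitting of normalized fluorescence, where compounds displaced 1-AMA from 10 uM horse apoferritin following a brief 10 min room-temperature incubation; propofol titration acted as positive control.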
# Pol beta inh – DNA polymerase beta (human) inhibition. P06746. Pol beta primer extension/strand displacement, fluorescence kinetic. Potency, µM (titrated, usually from 114 µM), for inactives: at the highest dose activity change, negative = inhibition, hits mostly inhibitors. hit rate 1.3% among 340,000. AID 485314; also: potency is read from the fitted curve at half-maximal effect; % is scaled to controls: 0 for no effect and ±100 for the full control effect
#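 Curves were derived by four-parameter Hill fits of normalized qHTS data. The kinetic fluorescent primer-extension read was taken at 0 and 10 min after 50 nM substrate, following a 15 min room-temperature preincubation of 10 nM enzyme with compounds.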
# APEX1 inh – inhibitors of human APE1 endonuclease. P27695. recombinant APE1, TAMRA/BHQ-2 abasic DNA cleavage fluorescence. Potency, µM (top dose mostly 65.8 µM), for inactives: at the highest dose activity change, negative = inhibition, most hits filed as inhibitors. hit rate 0.35% among 350,000. AID 2517;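 also: potency is read from the fitted curve at half-maximal effect; plate controls were vehicle for no effect and reference inhibitor for full effect; nearly all actives have a fitted effect of over 55% in size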
# Target sequence (P27695 whole entry, looked up): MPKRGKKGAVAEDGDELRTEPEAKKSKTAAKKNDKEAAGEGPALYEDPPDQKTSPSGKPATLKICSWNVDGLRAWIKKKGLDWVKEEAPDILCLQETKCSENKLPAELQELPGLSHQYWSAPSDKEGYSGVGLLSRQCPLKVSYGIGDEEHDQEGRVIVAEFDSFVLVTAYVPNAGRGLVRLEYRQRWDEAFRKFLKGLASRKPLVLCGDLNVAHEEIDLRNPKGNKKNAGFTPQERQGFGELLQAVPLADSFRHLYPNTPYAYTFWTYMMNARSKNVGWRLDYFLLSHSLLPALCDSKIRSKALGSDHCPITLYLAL
#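 Substrate: short duplex with […] THF abasic site, 5'-TAMRA and 3'-BHQ-2, 50 nM final. APE1 at 0.75 nM, preincubated 15 min RT with compound. Fluorescence increase from first to third read measured activity.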
# Pol eta inh – inhibitors of human DNA polymerase eta. Q9Y253. recombinant Pol eta, fluorescent DNA replication assay. Potency, µM (series often up to 114 µM), for inactives: top-dose activity change, negative = inhibition, actives largely listed as inhibitors. hit rate 1.2% among 390,000; also: potency is read from the fitted curve at half-maximal effect; % is scaled to controls: 0 for no effect and ±100 for the full control effect
# Target sequence (Q9Y253 whole entry, looked up): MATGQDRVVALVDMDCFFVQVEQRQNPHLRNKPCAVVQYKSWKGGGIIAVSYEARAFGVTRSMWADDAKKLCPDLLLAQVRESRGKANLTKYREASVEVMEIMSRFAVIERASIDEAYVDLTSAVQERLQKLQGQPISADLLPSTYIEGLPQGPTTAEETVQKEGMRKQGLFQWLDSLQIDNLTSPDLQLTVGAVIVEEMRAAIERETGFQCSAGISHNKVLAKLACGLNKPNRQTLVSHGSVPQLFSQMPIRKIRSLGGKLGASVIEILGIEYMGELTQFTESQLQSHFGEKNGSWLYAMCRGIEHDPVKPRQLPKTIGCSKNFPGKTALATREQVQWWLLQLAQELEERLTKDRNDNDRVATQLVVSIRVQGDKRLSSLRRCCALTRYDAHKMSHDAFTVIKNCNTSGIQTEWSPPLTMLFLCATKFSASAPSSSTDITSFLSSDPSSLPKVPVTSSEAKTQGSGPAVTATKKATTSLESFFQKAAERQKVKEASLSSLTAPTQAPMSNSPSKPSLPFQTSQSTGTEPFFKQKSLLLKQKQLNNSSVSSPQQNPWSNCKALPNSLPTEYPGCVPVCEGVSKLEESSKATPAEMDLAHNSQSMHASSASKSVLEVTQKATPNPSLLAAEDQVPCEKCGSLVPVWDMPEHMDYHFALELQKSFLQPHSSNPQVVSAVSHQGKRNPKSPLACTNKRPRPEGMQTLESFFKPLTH
#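 Pol eta (10 nM) was preincubated with compounds for 15 min at room temperature, after which fluorescent replication substrate (50 nM final) was added to start the reaction. Fluorescence was read kinetically at 0 and 10 min.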
# * = called active by the depositor; i = inactive; ? = inconclusive; . = no result given; & = joins results of further samples; [ ] = remark or other dose. Unless noted, calls follow the shape of the dose curve; as a rule, active = well fitted curve in the direction sought with a large enough effect; inconclusive = small, poorly fitted or top-dose-only effect, or another doubt; inactive = no such curve, though single readings can be large; an effect the other way counts as inactive or inconclusive. This is a subset (hit frequency here may not be typical).
# The opening 2 compounds as a preview:
Structure,RXFP1 antagonist,POLK inh,POLI inh,Tb PGK inh,BLM inh,Apoferritin bind,Pol beta inh,APEX1 inh,Pol eta inh
C=C(C)Cn1c(N2CCN(c3ccc(OC)cc3)CC2)nc2c1c(=O)n(C)c(=O)n2C,-20,-1%,137%[activator],5%,2%,-14%,-1%,-2%,-13%
CC(=O)Nc1ccc(NC(=O)C2CCCN(S(=O)(=O)c3ccc(-n4cnnn4)cc3)C2)cc1 (stereo not given),-12,-9%,42%[activator],i,-4%,-6%,15%,31%[12.4 µM],-2%

# Results, from the first entry:
Structure,RXFP1 antagonist,POLK inh,POLI inh,Tb PGK inh,BLM inh,Apoferritin bind,Pol beta inh,APEX1 inh,Pol eta inh
C=C(C)Cn1c(N2CCN(c3ccc(OC)cc3)CC2)nc2c1c(=O)n(C)c(=O)n2C,-20,-1%,137%[activator],5%,2%,-14%,-1%,-2%,-13%
CC(=O)Nc1ccc(NC(=O)C2CCCN(S(=O)(=O)c3ccc(-n4cnnn4)cc3)C2)cc1 (stereo not given),-12,-9%,42%[activator],i,-4%,-6%,15%,31%[12.4 µM],-2%
O=C(Cc1ccccc1)NC1CC(=O)N(c2ccccc2)C1 (stereo not given),-2,-6%[60.1 µM],-13%,i,0%,-2%,41%[activator],.,-7%
CCN(c1ccccc1)S(=O)(=O)c1ccc(Cl)c(NC(=O)CSc2nncs2)c1,-7,-10%,210%[activator],-9%,-6%,-2%,0%,0%,-2%
CCOC(=O)C(CC)(CC)C(=O)/C=C/c1cccc(Br)c1,.,-13%,-4%,-1%,.,.,.,.,-20%
CSCCCNC(=O)c1ccccc1OC1CCN(S(C)(=O)=O)CC1,-6,-6%,94%[activator],-4%,-5%,-5%,8%,0%,-12%
O=C(Nn1cnnc1)c1ccccc1F,8,-12%,4%,-7%,5%,0%,70%,-5%,-4%
COCCN(C(=O)CC1C(=O)NCCN1Cc1ccc(-c2ccccc2)cc1)C(C)C (stereo not given),0,-11%,?,-3%,-1%,-22%,-13%,9%,4%
Nc1cccc(C(=O)NCCNC(=O)c2cccc(N)c2)c1,4,-1%,-11%,i,2%,32%[activator],4%,56%[activator],-3%
Cc1nc(C(=O)Nc2ccccc2)sc1C1(C)CC(c2cccnc2)=NO1 (stereo not given),.,-5%,7%,1%,-3%,1%,-3%,2%,-12%

# Additional records follow:
Structure,RXFP1 antagonist,POLK inh,POLI inh,Tb PGK inh,BLM inh,Apoferritin bind,Pol beta inh,APEX1 inh,Pol eta inh
CCCCC(=O)Nc1ccc(C(=O)N2CCC(C(=O)OCC)CC2)cc1,4,-15%,43%[activator],5%,2%,-19%,22%,0%,0%
CC1CCCC(NC(=O)CN2C(=O)NC(C)(c3ccccc3)C2=O)C1C (stereo not given),-8,-6%,49%[activator],1%,.,.,.,4%,-12%
Cc1cc(Cl)ccc1NC(=O)CN1CCC(C(O)(c2ccccc2)c2ccccc2)CC1,0,-6%,6%,2%,-10%,0%,-6%,6%,-14%
CC(C)(C)C(=O)NC1CCN(S(=O)(=O)c2ccc(C(F)(F)F)cc2)CC1,8,-4%,4%,.,-3%,-7%,8%,18%,8%
O=C(Nc1ccc(N2CCCCC2)c(Cl)c1)c1ccc(N2CCOCC2)c([N+](=O)[O-])c1,-9,-21%,-7%,-1%,0%,?,0%,1%,8%
O=C(Cc1ccccc1)NNC(=O)C1CCCC1,1,-5%,4%,-3%,1%,0%,-16%,13%,-2%
COc1ccc(N2CCN(C(=O)c3cc4c(s3)-c3ccccc3OC4)CC2)cc1,7&-12,-15%&11%,-3%&-9%,3%&0%,0%&0%,-13%&61%,5%&12%,12%,2%&-18%
Cc1sc2nc(COC(=O)c3cccc(S(=O)(=O)N(C)c4ccccc4)c3)[nH]c(=O)c2c1C,-15,-19%,?,5%,-11%,-14%,-1%,-4%,-11%
CCOC(=O)N1CCC(N(CCN(C)C)C(=S)Nc2ccc(F)c(Cl)c2)CC1,-8,-1%,-12%,-8%,-5%,-12%,1%,2%,4%
O=C(Nc1cccc(C(F)(F)F)c1)c1cccc(NS(=O)(=O)c2ccc(O)c(C(=O)O)c2)c1,3,-21%,73%[activator],-10%,-8%,0%,-11%,-18%,-6%

# Further entries follow.
Structure,RXFP1 antagonist,POLK inh,POLI inh,Tb PGK inh,BLM inh,Apoferritin bind,Pol beta inh,APEX1 inh,Pol eta inh
CCN(C[C@H]1N[C@@](C)(C(=O)OC)[C@H]2C(=O)N(Cc3ccccc3)C(=O)[C@@H]12)S(=O)(=O)c1ccc(OC)cc1,.,9%,4%,-1%,.,.,.,6%,-16%
CCC(=O)Nc1cccc(NC(C)=O)c1,.,.,.,.,-18%,2%,22µM*,?,.
COC(=O)C1=C(c2ccccc2)c2ccccc2S(=O)(=O)N1CC(=O)Nc1ccc(F)c(F)c1,.,0%,4%,-2%,-16%,-11%,-12%,.,-18%
CCN(CC)C(=O)Oc1ccccc1NC(C)=O,1,-3%,26%,16%,-1%,-8%,5%,0%,-24%
OCCN(CCO)CC(O)COc1ccc(Br)cc1 (stereo not given),-3&10,1%&-8%,30%&-16%,4%&-5%,-4%&2%,1%&-2%,-11%&-1%,1%&1%,-17%&-11%
CCCCc1nc2cc(C(=O)NCc3cc(C)n(C)n3)ccc2o1,2,-6%,-15%,-3%,1%,-3%,-8%,46%,-8%
Cc1ncc(S(=O)(=O)C(C)(C)C)c(N)n1,6,-22%,12%[58.9 µM],-1%,1%,-12%,0%,1%,-8%
Cc1cn2c(=O)c(S(=O)(=O)NCCc3ccc(Cl)cc3)c(C)nc2s1,7,-11%,28%,-9%,1%,-1%,2%,.,-13%
COc1cccc(-n2c(C)c3c(OC)cccc(=O)c3c2C)c1,-24,-25%,?,-4%,-8%,-21%,?,-6%,?
O=C(CSc1nc(-c2cccs2)nc2ccccc12)NC1CCS(=O)(=O)C1 (stereo not given),3,9%,1%,-2%,.,.,.,-10%,-18%

# Next part.
compound	RXFP1 antagonist	POLK inh	POLI inh	Tb PGK inh	BLM inh	Apoferritin bind	Pol beta inh	APEX1 inh	Pol eta inh
CN(c1nc2ccccc2nc1Cl)S(=O)(=O)c1ccccc1	-15	5%	5%	-9%	-1%	-13%	37%	10%	-3%
COc1cc(OC)cc(C(=O)Nc2ccc(S(=O)(=O)Nc3cc(C)nc(C)n3)cc2)c1	.	8%	27%	3%	0%&-1%	-2%&0%	3%&6%	-8%	-19%
O=C(CCNS(=O)(=O)c1ccc(Br)s1)NCc1ccccc1	24	-3%	-14%	-5%	-7%	-10%	0%	2%	4%
COc1ccc(N(CC(=O)NCCOc2ccccc2)S(=O)(=O)c2ccc(C)cc2)cc1	-62*	-15%	16%	6%	-5%	-3%	-11%	1%	-7%
CC(=O)CCc1c(C)[nH]c2ccc(NC(C)=O)cc2c1=O	6	-5%	6%	-10%[11.5 µM]	-4%	-11%	12%	-3%	-5%
CCN(CC)S(=O)(=O)c1ccc2c(c1)c(=O)c(C(=O)N1CCN(c3cccc(C)c3)C(C)C1)cn2C (stereo not given)	.	0%	-4%	i	-1%	?	32%	.	-15%
Clc1cnc(Nc2cccnc2)c(Cl)c1	1	-23%	59%[activator]	3%	-3%	0%	1%	23%	-21%
CCOc1ccc(CN2CCCC(CO)(Cc3ccccc3F)C2)cc1 (stereo not given)	-6	-10%	2%	5%	4%	-8%	-18%	5%	-2%

# 7 entries from above, with two lines to a compound.
# Results follow in this order: RXFP1 antagonist | POLK inh | POLI inh | Tb PGK inh | BLM inh | Apoferritin bind | Pol beta inh | APEX1 inh | Pol eta inh
COc1cccc(-n2c(C)c3c(OC)cccc(=O)c3c2C)c1
  -24 | -25% | ? | -4% | -8% | -21% | ? | -6% | ?
O=C(CSc1nc(-c2cccs2)nc2ccccc12)NC1CCS(=O)(=O)C1 (stereo not given)
  3 | 9% | 1% | -2% | . | . | . | -10% | -18%
CN(c1nc2ccccc2nc1Cl)S(=O)(=O)c1ccccc1
  -15 | 5% | 5% | -9% | -1% | -13% | 37% | 10% | -3%
COc1cc(OC)cc(C(=O)Nc2ccc(S(=O)(=O)Nc3cc(C)nc(C)n3)cc2)c1
  . | 8% | 27% | 3% | 0%&-1% | -2%&0% | 3%&6% | -8% | -19%
O=C(CCNS(=O)(=O)c1ccc(Br)s1)NCc1ccccc1
  24 | -3% | -14% | -5% | -7% | -10% | 0% | 2% | 4%
COc1ccc(N(CC(=O)NCCOc2ccccc2)S(=O)(=O)c2ccc(C)cc2)cc1
  -62* | -15% | 16% | 6% | -5% | -3% | -11% | 1% | -7%
CC(=O)CCc1c(C)[nH]c2ccc(NC(C)=O)cc2c1=O
  6 | -5% | 6% | -10%[11.5 µM] | -4% | -11% | 12% | -3% | -5%

# (cont.)
compound	RXFP1 antagonist	POLK inh	POLI inh	Tb PGK inh	BLM inh	Apoferritin bind	Pol beta inh	APEX1 inh	Pol eta inh
CC(=O)c1cnc(Nc2nc(C)c3ccc(C)cc3n2)nc1C	1	-6%	-1%	-2%	-1%	5%	-8%	-18%	5%
CCC(C)NS(=O)(=O)c1ccc(NC(=O)C(Sc2ccccc2)c2ccccc2)cc1 (stereo not given)	5	-8%	25%	-9%	-8%	-15%	-1%[57.1 µM]	-12%	-28%
CC(C)(C)c1cc(CN2CCOCC2)c(C(=O)O)o1	7	-1%	-11%	-3%	-2%	2%	19%	13%	6%
CC(C)(C)NC(=O)C(c1ccccn1)N(C(=O)c1csnn1)C1CCCC1 (stereo not given)	-1	1%	37%[activator]	-10%	-1%	3%	33%	6%	-19%
Cc1cc(C)cc(S(=O)(=O)Cc2noc(C(=O)NCc3ccccc3)c2C(=O)NCc2ccccc2)c1	.	-1%	6%	0%	.	.	.	6%	-21%
CCN(CC)P(=O)(Nc1ccccc1Br)c1ccc(N(C)C)cc1NC(=O)c1ccco1 (stereo not given)	-3	-14%	?	-5%	-10%	-3%	0%	23%	-19%
Cc1ccccc1Cn1nnc2sc3c(c2c1=O)CCCC3	-21	-11%	-15%	-6%	-7%	?	-20%	.	-20%
